Source: PubChem
GCN5L2 inh = blocks human GCN5L2 histone acetyltransferase; actives 0.21% (n = 390,000); Q92830; GCN5L2 HAT assay, ThioGlo1 CoA-SH fluorescence; Potency, µM (highest dose often 58.9 µM), for inactives: at the top dose activity change, negative = inhibition, usual class: inhibitors
Target sequence (Q92830 whole entry, looked up): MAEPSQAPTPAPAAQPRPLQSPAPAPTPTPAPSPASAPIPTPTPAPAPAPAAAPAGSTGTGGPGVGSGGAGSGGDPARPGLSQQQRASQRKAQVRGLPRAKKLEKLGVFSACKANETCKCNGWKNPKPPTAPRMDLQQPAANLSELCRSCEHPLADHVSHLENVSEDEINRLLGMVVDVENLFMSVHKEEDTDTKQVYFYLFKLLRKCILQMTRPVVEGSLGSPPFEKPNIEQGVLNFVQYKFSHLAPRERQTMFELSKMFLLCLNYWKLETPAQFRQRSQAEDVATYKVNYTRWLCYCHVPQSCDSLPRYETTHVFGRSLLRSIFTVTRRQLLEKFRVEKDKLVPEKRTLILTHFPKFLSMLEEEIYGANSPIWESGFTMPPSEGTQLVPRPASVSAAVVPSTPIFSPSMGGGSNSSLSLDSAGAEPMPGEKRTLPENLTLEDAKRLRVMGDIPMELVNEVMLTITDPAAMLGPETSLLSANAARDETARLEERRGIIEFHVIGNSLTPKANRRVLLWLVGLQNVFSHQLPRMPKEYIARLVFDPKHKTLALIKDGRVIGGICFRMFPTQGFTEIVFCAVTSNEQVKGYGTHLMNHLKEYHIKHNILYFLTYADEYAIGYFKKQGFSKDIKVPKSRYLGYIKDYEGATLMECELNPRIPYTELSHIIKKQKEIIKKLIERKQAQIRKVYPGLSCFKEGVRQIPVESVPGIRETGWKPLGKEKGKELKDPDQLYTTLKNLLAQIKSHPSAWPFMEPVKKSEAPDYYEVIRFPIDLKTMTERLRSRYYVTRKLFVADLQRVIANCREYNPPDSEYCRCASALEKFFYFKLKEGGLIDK
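Titration-based screen in which CoA formation is detected via maleimide probe ThioGlo1 (50uM) turning fluorescent on thiol reaction; substrates H3(1-25) 75uM and acetyl-CoA 70uM, GCN5L2 20nM, 20 min incubation at room temperature.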
TDP1 cell noCPT = qHTS for Inhibitors of human tyrosyl-DNA phosphodiesterase 1 (TDP1): qHTS in cells in absence of CPT; DT40 Tdp1-/- hTDP1 cells, no CPT, ATP luminescence, 48 h; Potency, µM (doses to about 46.2 µM), without a hit: at the highest dose activity change, negative = growth inhibition, usual class: inhibitors; actives 15% (n = 420,000); also: nearly all actives have a fitted effect of over 55% in size
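Stably hTDP1-transfected Tdp1-null chicken DT40 cells were treated with library compounds minus camptothecin and grown for at least 48 hr at 37 °C, after which cellular ATP was quantified by luminescence.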
TDP1 inh = inhibitors of human tyrosyl-DNA phosphodiesterase TDP1; recombinant TDP1, AlphaScreen DNA substrate cleavage; Potency, µM (top dose mostly 130 µM), without a hit: top-dose activity change, negative = inhibition, usual class: inhibitors; actives 0.28% (n = 350,000); also: nearly all actives have a fitted effect of over 40% in size
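Enzyme-compound mixtures sat 15 min at room temperature, followed by a 5 min reaction with 15 nM final substrate and 10 min with AlphaScreen beads. Recombinant human Tdp1 was used at 1 nM final.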
The depositor's hits bear a star; ? = inconclusive; / = no result given; & = joins results of further samples; [ ] = remark or other dose. Calls follow the shape of the dose curve; as a rule, active = well fitted curve in the direction sought with a large enough effect; inconclusive = small, poorly fitted or top-dose-only effect, or another doubt; inactive = no such curve, though single readings can be large; an effect the other way counts as inactive or inconclusive. % is scaled to controls: 0 for no effect and ±100 for the full control effect; potency is read from the fitted curve at half-maximal effect.

SMILES | GCN5L2 inh | TDP1 cell noCPT | TDP1 inh
Cc1ccc(NC(=O)COC(=O)c2cc(=O)c3ccccc3o2)c(Br)c1 | -5% | 1% | -4%
COc1ccc(C)cc1NC(=O)c1c(C(=O)Nc2cccc(C)c2C)sc2nc(C)cc(=O)n12 | 2% | -3% | 9%
O=C(COC(=O)c1cc(=O)[nH]c2ccccc12)c1ccc(Br)cc1 | 3% | 13% | -2%
CCC(C(=O)NCCCN1CCN(CC)CC1)n1nc(C)n2c(cc3occc32)c1=O (stereo unspecified) | -5% | 11% | 2%
COc1ccc(C(=O)OCC(=O)Nc2sccc2C(N)=O)cc1OC | -11% | ? | 0%
Cc1ccc(C(=O)CSc2nnc(-c3snnc3C)n2C2CC2)cc1 | -3% | ? | -1%
Brc1ccc(CNCCCSc2nnnn2-c2ccccc2)cc1 | -1% | 16µM* | 1%
COc1ccc(CN2CCNC(=O)C2CC(=O)NC2CCCCCCC2)cc1OC (stereo unspecified) | 0% | ? | 6%
Cc1ccc(-c2c(C(=O)N/N=C/C3CCCCC3)nnn2-c2nonc2N)cc1 | -7% | -7% | 3%
Cc1cc(NC(=O)CSc2nccn2-c2ccc([N+](=O)[O-])cc2)no1 | -2% | 3% | 5%
O=C(Oc1cccc(C(=O)N2CCOCC2)c1)c1ccc(Br)cc1 | 0% | 11% | -1%
CC(Sc1nnc(C(F)(F)F)n1C)C(=O)Nc1ccc(N2CCOCC2)cc1 (stereo unspecified) | 2% | -6% | 1%

The closing five entries of the part above open the next one.
SMILES | GCN5L2 inh | TDP1 cell noCPT | TDP1 inh
COc1ccc(CN2CCNC(=O)C2CC(=O)NC2CCCCCCC2)cc1OC (stereo unspecified) | 0% | ? | 6%
Cc1ccc(-c2c(C(=O)N/N=C/C3CCCCC3)nnn2-c2nonc2N)cc1 | -7% | -7% | 3%
Cc1cc(NC(=O)CSc2nccn2-c2ccc([N+](=O)[O-])cc2)no1 | -2% | 3% | 5%
O=C(Oc1cccc(C(=O)N2CCOCC2)c1)c1ccc(Br)cc1 | 0% | 11% | -1%
CC(Sc1nnc(C(F)(F)F)n1C)C(=O)Nc1ccc(N2CCOCC2)cc1 (stereo unspecified) | 2% | -6% | 1%
CC(=O)Nc1ccc(OCC(O)Cn2c3ccccc3c3ccccc32)c(C)c1 (stereo unspecified) | -6% | 18µM* | 7%
Cn1c(SCC(=O)Nc2nc3ccccc3s2)ncc(C(=O)Nc2ccc(Cl)cc2)c1=O | 0% | 0% | 8%
COc1cccc2cc(-c3nc(-c4cccs4)no3)c(=O)oc12 | -5% | -11% | 3%
COc1ccc(N(CCN2C(=O)c3ccccc3C2=O)C(=O)c2cccc([N+](=O)[O-])c2)cc1 | -16% | 15% | -8%
COc1ccc(Cl)cc1S(=O)(=O)N1CCCC(C(=O)NCc2ccccc2)C1 (stereo unspecified) | -23% | ? | 1%
Cc1[nH]c(=O)[nH]c(=O)c1/C=C/C(=O)OCC(C)C | 28% | 4% | -4%
CCOC(=O)CC1CCCCN1Cc1nc(-c2ccc(F)c(OC)c2)oc1C (stereo unspecified) | 3% | ? | 3%
Cn1c(SCC(=O)c2ccc(F)cc2)nnc1-c1ccccn1 | -3% | -25% | 5%
CC1CCCCC1NC(=O)Cn1cnc2sccc2c1=O (stereo unspecified) | -25% | -6% | -3%
COC(=O)c1ccc(Nc2nc3ccc(C)cc3n3cnnc23)cc1 | -2% | -8% | /
CCc1ccc(NC(=O)Nn2cnnc2)cc1 | -4% | 22% | 5%
COc1cc(NC(=O)c2nn(C)c3c2CS(=O)(=O)c2ccccc2-3)cc(OC)c1 | -4%&-5% | 16µM* | 4%&4%
COc1ccccc1N1CCN(C(=O)COc2cc(C)ccc2C)CC1 | 1% | 16µM* | 4%
Cc1ccc(C)c(NC(=O)N2CC=C(c3c[nH]c4ccccc34)CC2)c1 | -4% | ? | 11%
Fc1cccc(Cl)c1CSc1nnc(-c2ccncc2)o1 | -17% | -9% | /
CC(C)Cc1nnc(NC(=O)CCC(=O)N2CCN(c3ccc(F)cc3)CC2)s1 | -2% | -17% | 2%
C[C@H](CO)N1C[C@H](C)[C@@H](CN(C)C(=O)Nc2ccccc2)Oc2c(NC(=O)Cc3ccccc3)cccc2C1=O | 0% | 5% | 1%
O=C(COC(=O)Cc1ccccc1F)NCCc1ccccc1 | 0% | 5% | -1%[56.1 µM]
Cc1csc(Nc2cccc3ccccc23)n1 | -13% | -23% | 3%
Cc1nc(SCC(=O)N2CC(=O)Nc3ccccc32)nc(C)c1C | -6% | 2% | 5%
CCOc1cc(C(=O)N(C)CC(=O)Nc2cccc3ccccc23)ccc1OC | 0% | 9% | 1%
O=C(/C=C/c1ccccc1[N+](=O)[O-])Oc1ccccc1 | -9% | / | 9%
Cc1ccccc1OCC(=O)N/N=C/c1cccc(Oc2ccc([N+](=O)[O-])cc2[N+](=O)[O-])c1 | -15% | 21µM* | 2%
Cc1c(C2(O)CCCCC2)[nH]c2ccc(C(F)(F)F)cc12 | -9% | ? | 2%
CC(C)CCN1C(=O)CCC1(C)C(=O)NC1CCCCCC1 (stereo unspecified) | -4% | -6% | 0%
Nc1c(N(Cc2ccco2)C(=O)c2ccc(Br)cc2)c(=O)[nH]c(=O)n1Cc1ccccc1 | 1% | -6% | 2%
CCN(c1c(C)n(C)n(-c2ccccc2)c1=O)S(C)(=O)=O | 2% | -12% | 7%
CC(C)CN(CCOc1cccc(N2C(=O)C3=C(CCCC3)C2=O)c1)CC(C)C | -4% | ? | 1%
Cc1ccc(-c2nc(CNC(=O)c3ccco3)cs2)cc1 | -7% | ? | 4%
COc1cc2ncnc(NCc3ccc(F)cc3)c2cc1OC | -5% | ? | /
CCn1ccnc1CNC(=O)C1CCC(=O)N(Cc2cccc(C(F)(F)F)c2)C1 (stereo unspecified) | -7% | 10% | 5%
Cc1nc(NC(=O)c2ccccc2[N+](=O)[O-])sc1C(=O)N(C)C | -13% | ? | -2%
CCCCOc1ccc(-c2ncc(C(=O)O)c(C)n2)cc1 | 2% | 6% | 1%
N#C/C(=C(/O)CSc1n[nH]c(N)n1)c1nc2ccccc2[nH]1 | -2% | -4% | /
CCOC(=O)C(C(=O)N1CCOCC1)C1CCCCC1 (stereo unspecified) | 1% | 16% | -2%
O=C(NC(=S)Nc1ccccc1)c1csnn1 | 7% | 9% | 5%

Exported with two lines to a compound: six of the compounds above
Fields: GCN5L2 inh | TDP1 cell noCPT | TDP1 inh
- Cc1ccc(-c2nc(CNC(=O)c3ccco3)cs2)cc1
 : -7% | ? | 4%
- COc1cc2ncnc(NCc3ccc(F)cc3)c2cc1OC
 : -5% | ? | /
- CCn1ccnc1CNC(=O)C1CCC(=O)N(Cc2cccc(C(F)(F)F)c2)C1 (stereo unspecified)
 : -7% | 10% | 5%
- Cc1nc(NC(=O)c2ccccc2[N+](=O)[O-])sc1C(=O)N(C)C
 : -13% | ? | -2%
- CCCCOc1ccc(-c2ncc(C(=O)O)c(C)n2)cc1
 : 2% | 6% | 1%
- N#C/C(=C(/O)CSc1n[nH]c(N)n1)c1nc2ccccc2[nH]1
 : -2% | -4% | /

The list continues.
SMILES | GCN5L2 inh | TDP1 cell noCPT | TDP1 inh
CNc1c(NS(=O)(=O)c2ccc(OC)cc2)c(=O)oc2ccccc12 | -1% | ? | /
Cc1cc(C)cc(N(CC(=O)NCC2CCCO2)C(=O)CCC(=O)Nc2nccs2)c1 (stereo unspecified) | -2% | ? | /
COc1ccc(CCNC(=O)c2cc3cccc(OC)c3oc2=O)cc1OC | -6% | -6% | 6%
O=C(Nc1cccnc1)c1cccc(NC(=O)c2ccco2)c1 | 0% | ? | 1%
CCOC(=O)N1CCN(C(=O)CSCC(=O)Nc2nc(-c3ccc(OC)cc3)cs2)CC1 | -9% | 21µM* | 9%
Cc1ccc(-c2ccc(=O)n(CC(=O)Nc3ccc(C(C)C)cc3)n2)cc1 | 0% | -28% | -2%
Cc1c(C(=O)Nc2ccccc2Br)oc2ccc(S(=O)(=O)N3CCCCCC3)cc12 | -5% | ? | 3%
Nn1c(SCc2cc([N+](=O)[O-])cc3c2OCOC3)nnc1-c1cccnc1 | -19% | 0% | 3%
CN(C(=O)CSc1nnc(Nc2ccccc2)s1)c1c(N)n(Cc2ccccc2)c(=O)[nH]c1=O | -3% | ? | 7%
Nc1nc(CCl)nc(N(c2ccccc2)c2ccccc2)n1 | -8% | ? | 4%
Cc1c(-n2cc(C(=O)c3ccccc3O)cc(C#N)c2=O)c(=O)n(-c2ccccc2)n1C | -15% | -17% | 0%
COc1ccc(/C=N/NS(=O)(=O)c2ccc(F)cc2)cc1COc1cc(F)ccc1[N+](=O)[O-] | -6% | -21% | 8%
COCCN(Cc1nnc(-c2cccs2)o1)C(=O)c1cccc(S(=O)(=O)N2CCOCC2)c1 | -2% | 9% | 0%
O=C(C[C@@H]1C/C=C\C[C@H](NC(=O)OCC2c3ccccc3-c3ccccc32)C(=O)O[C@H](c2ccccc2)CNC1=O)NCCO | -10% | 2.1µM* | 3%
CCc1nc(SCC(=O)N2c3ccccc3Sc3ccccc32)c2ccccc2n1 | 2% | 15µM* | 5%
Cc1cccc(NC(=S)N2CCN(S(C)(=O)=O)CC2)c1 | -21% | 2% | 2%[56.1 µM]
Cc1cccc(C)c1-n1c(SCC(=O)Nc2ccc(C(=O)O)cc2)nnc1-c1cccc(S(=O)(=O)N(C)C)c1 | -3% | -1% | 3%
CCNc1ncc2nc(-c3ccccc3)c(=O)n(C[C@H]3CCCO3)c2n1 | ? | 0% | /
CCOC(=O)C1=C(C)NC(=O)NC1C1CC=CCC1 (stereo unspecified) | -1% | -30% | 2%
CC(C)Cc1ccc(/C(=N/O)C(=O)O)s1 | -7% | -18% | -2%
O=C(CN1C(=O)C2CC=CCC2C1=O)N1CCN(c2ccc([N+](=O)[O-])cc2)CC1 (stereo unspecified) | -6% | ? | 0%
O=C(COC(=O)c1cc(=O)c2ccccc2o1)NC1CCCCC1 | -2% | -11% | 5%
CN(C)c1ncc2nc(-c3cc(F)cc(F)c3)c(=O)n(C[C@H]3CCCO3)c2n1 | 4% | 19% | /
Cc1ccc(N2C(=O)C(Cl)=C(NCCO)C2=O)c(C)c1 | -6% | ? | 5%
CCN1CCOC(=O)C1CC(=O)Nc1ccc(C)c(Cl)c1 (stereo unspecified) | -6% | 5.8µM* | 2%
Cc1ccccc1Cn1nc(C)c(NC(=O)/C=C/c2cnn(C)c2C)c1C | -1% | ? | 0%
COc1cccc(N(C(=O)c2csnn2)C(C(=O)NC2CCCC2)c2ccccc2)c1 (stereo unspecified) | -5% | -28% | /
CN(Cc1cccnc1)Cc1cn(C)nc1-c1ccc(Oc2ccccc2)cc1 | -2% | 18µM* | 5%
O=C(O)C1C2CCC(C2)C1C(=O)NCCC1=CCCCC1 (stereo unspecified) | -6% | -36% | 0%
Nc1nc(CN2CCCCC2)cs1 | -13% | -4% | -1%
CC1CCN(S(=O)(=O)N2CCC(C(=O)NCc3cccnc3)CC2)CC1 | -7% | 2% | 2%
Cc1c2n(c3ccccc13)CCN(C)C2 | 0% | -3% | 3%
CC(C)C[C@H](N)c1nnc(SCc2ccc(Cl)cc2)o1 | -10% | ? | 7%
Cc1cc(NC(=O)Cc2ccsc2)ccc1Br | -6% | -11% | /
COc1ccc(CCNC(=O)CN(c2ccccc2OC)S(C)(=O)=O)cc1OC | -2% | -3% | 3%
COc1cc(-c2nnc(CSc3nnc4nc(C)cc(C)n34)o2)cc(OC)c1OC | -5% | -1% | 2%
Cc1ccc(S(=O)(=O)NCC(=O)OC(C)C(=O)NC2CCCCC2C)cc1C (stereo unspecified) | 1% | -5% | 3%
Cc1ccc(CNC(=O)CSc2nnc(C)c3c(C)n(-c4ccccc4)nc23)cc1 | -6% | ? | 3%
O=C(CSc1nnnn1-c1ccccc1)c1ccco1 | -2% | 6% | 5%
OCC#Cc1cnc2ccccc2c1 | -5% | -25% | 3%
Cc1ccc(/C([O-])=C(/C(=S)NCc2ccco2)[n+]2ccccc2)cc1[N+](=O)[O-] | -17% | -14% | 0%
Cc1ccc(Cn2c(=S)[nH]c3ccccc3c2=O)cc1 | 0% | 9% | /
COc1ccc(CCNC(=O)C2CC(=O)N(CCc3ccccc3)C2)cc1OC (stereo unspecified) | -9%&-2% | 10%&4% | -4%&5%
COc1ccc(C(=O)Nc2ccc3nc(SCC(=O)N4CCCc5ccccc54)sc3c2)cc1 | -1% | 18µM* | 1%
CNC(=O)NC(=O)CSc1nnc(-c2ccco2)n1Cc1ccccc1 | ? | -19% | 4%
CC(=O)NCCNc1ncnc2ccc(-c3c(C)noc3C)cc12 | -12% | -29% | /

Entries of single compounds, quoted from the list. Screens in order: GCN5L2 inh, TDP1 cell noCPT, TDP1 inh
CNC(=O)NC(=O)CSc1nnc(-c2ccco2)n1Cc1ccccc1 as listed: ?, -19%, 4%
OCC#Cc1cnc2ccccc2c1 as listed: -5%, -25%, 3%

An excerpt; rates above refer to the full screens.
